Screens: PubChem, several laboratories
Siah-1 displacement: Siah-1 peptide-binding antagonists, primary screen, biochemical, fluorescence polarization, rhodamine-plectin, uHTS (AID 1817); Siah-1 / rhodamine-plectin peptide fluorescence polarization; higher % means a stronger effect; one-dose displacement, % at 20 µM; IC50 in µM for titrated hits; 290,000 tested, 0.02% active;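 active means displacement of at least 50% at 20 µM, with a fluorescence ratio check between 0.3 and a set limit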;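 further: plate controls were Siah plus tracer with DMSO for no effect and tracer alone without Siah for full effect; strong numbers were not always called active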
TNAP activators: stimulation of alkaline phosphatase TNAP activity – biochemical, luminescent, no phosphate acceptor, uHTS, primary screen (AID 1001) | purified TNAP, luminescent activation assay, no phosphate acceptor; higher activation fold means a stronger effect | activation fold at 20 µM, or EC50 in µM where a hit was titrated | 200,000 tested, 0.03% active; in the data active means activation fold from about 3, or a potency from the dose series; inactive means the rest, 99 in 100 with activation fold below about 1.6; further: many of its hits are not listed in these tables
PhoP inhibition: inhibitors of PhoP regulon expression, primary screen, Salmonella Typhimurium, GFP reporter (AID 1863) | S. Typhimurium PhoP-regulated promoter GFP reporter, 4 h; higher % means a stronger effect | inhibition, % at 50 µM; hits with a dose series show IC50 in µM | 300,000 tested, 0.16% active;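 active means inhibition over 29.93%, a cutoff 3 SD above the screen mean, later confirmed by dose response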;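 further: 0% = low Mg2+ inducing control and 100% = high Mg2+ repressing control; strong numbers were not always called active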
Myeloid diff MLP: compounds promoting myeloid differentiation; ER-HoxA9 myeloid progenitors, lysozyme-GFP differentiation, flow cytometry; calls only at 10 µM; 360,000 tested, 1% active;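 active means normalized GFP-positive differentiation at or above the plate's own cutoff, the solvent-only control mean plus 3 SD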;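 further: cells exposed to compound for four days before flow analysis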
WT yeast gro inh: growth inhibition of WT yeast, mitochondrial fusion screen; AID 1362; 190,000 tested, 2.1% active; mitochondrial fusion phenotypic screen, WT strain; inhibition, % at 10 µM; in the data active means inhibition above about 58%; tested in S. cerevisiae
human PMI inhibition: MPI enzyme activity inhibition – biochemical, fluorescence intensity, coupled assay, primary screen (AID 1209). purified PMI enzyme, coupled fluorescence intensity; higher % means a stronger effect. inhibition, % at 20 µM, or IC50 in µM where a hit was titrated. 190,000 tested, 0.42% active;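 further: plate controls were DMSO vehicle for no effect and wells lacking substrate for full effect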
XIAP displacement: XIAP antagonists, biochemical, IAP family, fluorescence polarization (AID 1018) | XIAP BIR domain, fluorescence polarization peptide displacement; higher % means a stronger effect | one-dose displacement, % at 20 µM; IC50 in µM for titrated hits | 200,000 tested, 0.007% active; in the data active means displacement above about 50%; further: a part of the inactive calls stands beside numbers as strong as those of hits
human PMI inhibitors: MPI inhibition at elevated mannose 6-phosphate – biochemical, fluorescence intensity, high mannose 6-phosphate, primary screen (AID 1220) | recombinant PMI enzyme, coupled fluorescence intensity; higher % means a stronger effect | one-dose inhibition, % at 20 µM; IC50 in µM for titrated hits | 190,000 tested, 0.66% active
RSV antiviral HEp-2: RSV antiviral activity via CPE protection, HEp-2 cells, primary 10 µM value included (AID 2391); HEp-2 cells, RSV-induced CPE inhibition; higher % means a stronger effect; CPE inhibition, % at 10 µM, or IC50 in µM where a hit was titrated; 310,000 tested, 0.13% active; in the data active means a potency from the dose series; further: strong numbers were not always called active
WT yeast gro inh mutant strain: further read-out of WT yeast gro inh, marked with its call; inhibition, %; mitochondrial fusion phenotypic screen, mutant strain inhibition
Myeloid diff MLP GFP+ MAC1+ %: further read-out of Myeloid diff MLP, marked with its call; GFP+ MAC1+ double positive, %; measured here: differentiation confirmed by MAC1 staining
Numbers without * were called inactive; i = inactive; nt = not tested or not shown; + = active, no number. Unless noted, no stated cut-off is given here; in the data, active means inhibition above about 50%; inactive means the rest.

[1] Cc1ccccc1NC(=O)C(=O)NNC(=O)COc1ccc2ccccc2c1
[2] Cc1ccc(S(=O)(=O)N2CCN(CCc3ccccc3)CC2)c(C)c1
[3] CCOC(=O)c1ccc2c(c1)[nH]c(=S)n2CC
[4] CCOC(=O)N1CCN(C(=O)CSCC(=O)Nc2nc(-c3ccc(C)cc3)cs2)CC1
[5] CCOc1ccc(N2C(=O)c3cccnc3C2Nc2ccc(Cl)cc2)cc1 (stereo unspecified)
[6] O=C(Cc1ccccc1)NN1CCCCC1
[7] COc1ccc(NC(=O)CSc2nnc(Cn3cnc4ccccc43)o2)cc1
[8] COc1ccc2c(c1OC)CN(C)CCc1cc3c(cc1C(=O)C2)OCO3

Compound	1	2	3	4	5	6	7	8
Siah-1 displacement	7%	5%	4%	-3%	-1%	6%	13%	0%
TNAP activators	nt	nt	1.4	1.1	0.9	nt	1.2	1
PhoP inhibition	4%	-1%	nt	-7%	1%	4%	-1%	0%
Myeloid diff MLP	i	i	i	i	i	i	i	i
Myeloid diff MLP GFP+ MAC1+ %	0.9	0.6	0.6	12	0.9	0.6	0.1	0.2
WT yeast gro inh	nt	nt	-13	-19	8	nt	7	14
WT yeast gro inh mutant strain	nt	nt	0	6	-4	nt	8	1
human PMI inhibition	nt	nt	4%	12%	-4%	nt	5%	7%
XIAP displacement	nt	nt	-4.5%	-5.9%	-1.7%	nt	-4.1%	-4.3%
human PMI inhibitors	nt	nt	1%	4%	1%	nt	9%	3%
RSV antiviral HEp-2	1.7%	8.4%	-0.5%	3.7%	1.1%	1.2%	-0.1%	0.1%

[9] C=C(C)Cn1c(N2CCCC2)nc2c1c(=O)n(C)c(=O)n2C
[10] CC(C)(C)NC(=O)NC(=O)COC(=O)c1ccc2c(c1)S(=O)(=O)N=C1CCCCCN12
[11] CCN(CC)S(=O)(=O)c1cc(NC(=O)COC(=O)CCC(=O)c2cccs2)ccc1C
[12] CCCn1nnc(NC(=O)c2cc(Br)ccc2OC)n1
[13] COc1ccc(CNc2oc(-c3cccc4ccccc34)nc2C#N)cc1
[14] COc1ccc(-c2cc(C(=O)OCC(=O)N(C)C)c3ccccc3n2)cc1
[15] Cc1ccc(F)cc1NC(=O)N1CCCN(C(=O)OC(C)(C)C)CC1
[16] CC(=O)Nc1ccc(NC(=O)CSc2nccn2Cc2ccccc2)cc1

Compound	9	10	11	12	13	14	15	16
Siah-1 displacement	-2%	4%	2%	-5%	0%	3%	2%	0%
TNAP activators	nt	1	1.1	1.1	1.1	1.1	nt	1.1
PhoP inhibition	-5%	3%	4%	4%	-13%	1%	-10%	5%
Myeloid diff MLP	i	i	i	i	i	i	i	+
Myeloid diff MLP GFP+ MAC1+ %	0.4	0.8	0.5	11	4.0	2.0	0.8	2.5*
WT yeast gro inh	nt	4	4	6	12	11	nt	11
WT yeast gro inh mutant strain	nt	7	12	-9	-10	-2	nt	0
human PMI inhibition	nt	12%	-3%	8%	5%	14%	nt	4%
XIAP displacement	nt	-4.7%	-0.9%	-0.7%	-0.5%	0.1%	nt	-3.8%
human PMI inhibitors	nt	6%	-5%	4%	6%	17%	nt	1%
RSV antiviral HEp-2	-0.8%	2.0%	1.8%	-0.1%	-0.1%	7.6%	1.3%	11%

Overlap with the part before: two entries, then new ones.
[15] Cc1ccc(F)cc1NC(=O)N1CCCN(C(=O)OC(C)(C)C)CC1
[16] CC(=O)Nc1ccc(NC(=O)CSc2nccn2Cc2ccccc2)cc1
[17] CCOC(=O)CNc1nnc(SCC(=O)OCC)[nH]c1=O
[18] CCOc1ccc(NC(=S)N(CCN2CCOCC2)Cc2cc3cc4c(cc3[nH]c2=O)OCCO4)cc1
[19] COc1ccc(N(CC(=O)NC(C)C)C(=O)CCC(=O)Nc2ccccn2)cc1
[20] Cc1ccc(C(=O)NC(=S)Nc2cccc(-c3nc4ccccc4s3)c2)cc1
[21] O=S(=O)(c1cccc(S(=O)(=O)N2CCOCC2)c1)N1CCCCC1
[22] CC(=O)N1CCN(c2ccc(NC(=O)c3ccc(C)c([N+](=O)[O-])c3)cc2)CC1
[23] CCOc1ccccc1N(CC(=O)NCc1ccccc1)C(=O)CCC(=O)Nc1cc(C)ccn1
[24] C/C(=N\NS(=O)(=O)c1ccc(Cl)cc1)c1ccc(O)cc1

Compound	15	16	17	18	19	20	21	22	23	24
Siah-1 displacement	2%	0%	-1%	6%	-2%	20%	-5%	1%	-4%	7%
TNAP activators	nt	1.1	1.1	1.1	nt	1.1	1.1	nt	1.1	1
PhoP inhibition	-10%	5%	-2%	-1%	0%	-3%	-13%	6%	0%	3%
Myeloid diff MLP	i	+	i	i	i	i	i	i	i	i
Myeloid diff MLP GFP+ MAC1+ %	0.8	2.5*	1.6	0.4	1.9	0.7	1.5	0.6	0.3	5.8
WT yeast gro inh	nt	11	-31	1	nt	-6	4	nt	-6	-19
WT yeast gro inh mutant strain	nt	0	-12	2	nt	-2	6	nt	7	-8
human PMI inhibition	nt	4%	-12%	16%	nt	7%	4%	nt	2%	-8%
XIAP displacement	nt	-3.8%	-5.1%	-8.7%	nt	-1.2%	-8.9%	nt	1.1%	-5.3%
human PMI inhibitors	nt	1%	-8%	25%	nt	-5%	-6%	nt	-4%	-5%
RSV antiviral HEp-2	1.3%	11%	0.9%	0.2%	1.8%	4.4%	2.5%	-0.5%	-1.6%	0.2%

[25] COc1cccc(Cn2cnc3c(NS(=O)(=O)c4cccc(Cl)c4Cl)c(C)c(C)cc32)c1
[26] COc1ccc(C(=O)CC(c2ccccc2)C2CCCCC2=O)cc1 (stereo unspecified)
[27] CCN(CC)CCNC(=O)c1ccc(NC(=O)c2cccc(S(=O)(=O)Nc3ccc(C)cc3)c2)cc1
[28] CCN(CC)c1ccc(NC(=O)c2cccnc2)cc1
[29] COc1cc([N+](=O)[O-])ccc1NC(=O)CN1CCN(C(=O)c2ccco2)CC1
[30] COc1ccc(N/C(=N/c2nc(C)cc(C)n2)NC(=O)Nc2ccc(Cl)c(Cl)c2)c(OC)c1
[31] Cn1c(SCc2cc([N+](=O)[O-])cc3c2OCOC3)nnc1-c1ccccn1
[32] COc1ccc(-n2ccsc2=S)cc1

Compound	25	26	27	28	29	30	31	32
Siah-1 displacement	-4%	1%	-2%	0%	1%	2%	2%	9%
TNAP activators	1	1.1	0.9	1	1.1	1.1	1.1	1.1
PhoP inhibition	36%	2%	4%	17%	7%	8%	-4%	0%
Myeloid diff MLP	i	i	i	i	i	i	i	i
Myeloid diff MLP GFP+ MAC1+ %	0.4	10	0.3	1.0	1.2	0.9	0.3	1.4
WT yeast gro inh	29	22	9	-10	8	-10	-13	-17
WT yeast gro inh mutant strain	14	16	0	4	-2	-7	33	-5
human PMI inhibition	11%	8%	11%	1%	1%	-1%	1%	-1%
XIAP displacement	-16%	-3.1%	-7.5%	-6.0%	-6.0%	-4.3%	-7.7%	-0.3%
human PMI inhibitors	22%	10%	10%	2%	4%	11%	4%	-1%
RSV antiviral HEp-2	7.7%	1.2%	-1.1%	1.9%	-0.5%	1.7%	0.5%	1.6%

Entries of single compounds, looked up by structure.
CCOC(=O)N1CCN(C(=O)CSCC(=O)Nc2nc(-c3ccc(C)cc3)cs2)CC1 is listed as Siah-1 displacement = -3%; TNAP activators = 1.1; PhoP inhibition = -7%; Myeloid diff MLP = i; Myeloid diff MLP GFP+ MAC1+ % = 12; WT yeast gro inh = -19; WT yeast gro inh mutant strain = 6; human PMI inhibition = 12%; XIAP displacement = -5.9%; human PMI inhibitors = 4%; RSV antiviral HEp-2 = 3.7%
CCN(CC)S(=O)(=O)c1cc(NC(=O)COC(=O)CCC(=O)c2cccs2)ccc1C is listed as Siah-1 displacement = 2%; TNAP activators = 1.1; PhoP inhibition = 4%; Myeloid diff MLP = i; Myeloid diff MLP GFP+ MAC1+ % = 0.5; WT yeast gro inh = 4; WT yeast gro inh mutant strain = 12; human PMI inhibition = -3%; XIAP displacement = -0.9%; human PMI inhibitors = -5%; RSV antiviral HEp-2 = 1.8%

Carrying on:
[33] CN(C(=O)COc1ccc([N+](=O)[O-])cc1)C1CCS(=O)(=O)C1 (stereo unspecified)
[34] c1ccc(C(c2ccccc2)c2noc(CN3CCC(c4ccncc4)CC3)n2)cc1
[35] CCN1CCN(CC(=O)Nc2sc3c(c2C#N)CCC3)CC1
[36] O=C(c1ccsc1)N1CCN(C(=O)c2cccs2)CC1
[37] C[C@@H]1CC=C[C@H]2[C@H]1C(=O)N(Cc1ccccc1)[C@H]2c1ccc(F)c(-c2ccc(N(C)C)cc2)c1
[38] CC1(c2ccccc2)CC(C)(C)N2C(=O)C3(C(C#N)=C(N)Oc4cc(O)ccc43)c3cccc1c32 (stereo unspecified)
[39] CCN(Cc1ccccc1)C(=O)c1c(-c2ccccc2Cl)noc1C
[40] O=C(O)c1ccccc1NC(=O)C1CCN(S(=O)(=O)c2cccc3nsnc23)CC1

Compound	33	34	35	36	37	38	39	40
Siah-1 displacement	1%	13%	-6%	2%	-3%	-3%	8%	-4%
TNAP activators	1	1.1	1.1	1.1	nt	1.1	nt	nt
PhoP inhibition	-4%	3%	3%	4%	-1%	1%	4%	-4%
Myeloid diff MLP	i	i	i	i	i	i	i	i
Myeloid diff MLP GFP+ MAC1+ %	0.3	0.2	0.5	0.9	0.8	5.8	0.7	1.8
WT yeast gro inh	6	23	6	6	nt	1	nt	nt
WT yeast gro inh mutant strain	2	2	0	-4	nt	7	nt	nt
human PMI inhibition	3%	15%	3%	14%	nt	10%	nt	nt
XIAP displacement	2.0%	-8.8%	7.6%	0.8%	nt	-5.6%	nt	nt
human PMI inhibitors	-1%	12%	5%	12%	nt	11%	nt	nt
RSV antiviral HEp-2	0.1%	6.0%	-1.3%	-0.1%	5.9%	-3.6%	2.3%	3.7%

[41] Cc1cccc(OC(C)C(=O)NC2CCS(=O)(=O)C2)c1C (stereo unspecified)
[42] COc1ccc(C2=Nn3c(nnc3-c3ccccc3OC)SC2)cc1OC
[43] COc1cc(/C=N/NC(=O)CNC(=O)/C=C/c2ccco2)cc(OC)c1OC
[44] CCOC(=O)c1c(NC(=O)C(C)N2CCN(C(=O)c3ccco3)CC2)sc2c1CCCC2 (stereo unspecified)
[45] CC(=O)Oc1ccccc1-n1c(C)nc(=O)c(-c2ccccc2)c1C

Compound	41	42	43	44	45
Siah-1 displacement	4%	3%	0%	0%	-1%
TNAP activators	nt	1.1	nt	1.1	nt
PhoP inhibition	6%	-10%	4%	-10%	-7%
Myeloid diff MLP	i	i	i	i	i
Myeloid diff MLP GFP+ MAC1+ %	0.7	2.4	0.6	1.7	0.6
WT yeast gro inh	nt	3	nt	70*	nt
WT yeast gro inh mutant strain	nt	23	nt	-14*	nt
human PMI inhibition	nt	-2%	nt	-5%	nt
XIAP displacement	nt	5.2%	nt	-6.3%	nt
human PMI inhibitors	nt	2%	nt	-5%	nt
RSV antiviral HEp-2	1.6%	-0.7%	0.4%	18%	3.2%
